GalR3 antag – blocks the human galanin receptor 3. AID 651719. HEK293 GalR3-CNG cAMP membrane potential fluorescence; galR3 body fused to GalR1 C-terminus. inhibition, % at 3 µM. 360,000 tested, 0.44% active;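 active means inhibition above the screen-wide average plus 3 SD, cut at about 13% in these data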;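 further: forskolin and galanin both at EC90 stimulate the cells; cAMP rise reported by CNG channel membrane potential dye signal; 0% = forskolin plus galanin with DMSO and 100% = forskolin alone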
CRFR2-BP antag – blocks CRF-induced signaling of the CRF-BP/CRF-R2 complex | HEK293 CRF-R2/CRF-BP, CRF-induced calcium fluorescence | inhibition, % at 11.8 µM | 350,000 tested, 0.59% active | AID 588475;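 active means inhibition of the ligand-induced calcium signal above about 50% at the single tested concentration, limit read from the data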
IDE act – boosts human insulin-degrading enzyme activity in HEK cells. activation, % at 5.96 µM. FAbeta-B cleavage, fluorescence polarization; 0% vehicle, 100% cell-free pure enzyme wells. 340,000 tested, 0.073% active. AID 493087;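 active means activation above the mean of all tested compounds plus 3 SD, set per screening campaign, cut at about 17% in these data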
Target sequence (P14735 whole entry, looked up): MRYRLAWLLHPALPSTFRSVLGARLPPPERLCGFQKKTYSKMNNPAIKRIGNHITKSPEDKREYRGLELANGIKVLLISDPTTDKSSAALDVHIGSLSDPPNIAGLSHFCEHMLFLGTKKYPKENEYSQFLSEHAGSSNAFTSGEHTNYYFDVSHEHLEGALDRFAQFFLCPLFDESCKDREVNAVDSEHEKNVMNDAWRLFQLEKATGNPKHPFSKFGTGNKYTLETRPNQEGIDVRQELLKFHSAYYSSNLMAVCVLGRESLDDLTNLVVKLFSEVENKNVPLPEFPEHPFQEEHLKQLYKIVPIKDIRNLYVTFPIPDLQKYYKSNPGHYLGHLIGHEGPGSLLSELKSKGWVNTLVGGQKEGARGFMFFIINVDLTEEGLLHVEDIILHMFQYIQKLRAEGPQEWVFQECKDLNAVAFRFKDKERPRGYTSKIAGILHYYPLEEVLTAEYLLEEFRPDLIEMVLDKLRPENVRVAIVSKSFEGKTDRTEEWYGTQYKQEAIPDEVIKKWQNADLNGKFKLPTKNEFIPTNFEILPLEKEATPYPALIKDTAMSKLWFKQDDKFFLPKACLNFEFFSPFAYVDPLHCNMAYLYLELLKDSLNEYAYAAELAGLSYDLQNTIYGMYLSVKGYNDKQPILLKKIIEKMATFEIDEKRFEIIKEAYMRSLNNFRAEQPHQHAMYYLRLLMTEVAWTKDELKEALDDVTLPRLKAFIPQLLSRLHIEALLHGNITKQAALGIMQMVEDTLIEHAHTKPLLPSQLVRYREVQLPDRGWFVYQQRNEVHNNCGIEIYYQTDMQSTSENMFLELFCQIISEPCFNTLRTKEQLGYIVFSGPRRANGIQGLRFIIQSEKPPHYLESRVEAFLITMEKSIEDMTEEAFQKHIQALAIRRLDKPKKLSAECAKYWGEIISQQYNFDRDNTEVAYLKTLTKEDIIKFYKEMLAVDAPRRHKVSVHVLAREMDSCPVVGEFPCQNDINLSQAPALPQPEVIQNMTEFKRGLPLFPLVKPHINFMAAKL
PHOSPHO1 inh – PHOSPHO1 (human) inhibition; Q8TCT1; recombinant PHOSPHO1, absorbance phosphatase assay; inhibition, % at 13.3 µM; 290,000 tested, 1.1% active; AID 1565; in the data active means inhibition above about 60%
MEKK3 PB1 HTS – MEKK3-MEK5 PB1 interaction, increase or decrease; Q99759; bead-based flow cytometry, Alexa488-MEK5 binding to MEKK3; actives lie on both sides; 0 = blocked by unlabeled MEK5, 100 = vehicle; binding response (% of control), % at 10 µM; 290,000 tested, 1.4% active;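 active means binding response more than 3 SD above or below the average of its plate-row segment, actives on both sides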;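 further: Alexa488 bead fluorescence after subtracting the streptavidin-only scavenger bead signal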
pCIP destab – compounds decreasing mouse p/CIP protein stability | Q05BA5 | F442A p/CIP-EGFP cells, EGFP fluorescence, 16 h | decrease of EGFP signal, % at 10 µM | 290,000 tested, 0.01% active | AID 1984;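 active means EGFP signal decrease of at least 30% at 10 µM or well 3 SD below plate mean, unless failing retest; inactive means the rest, including hits failing retest or dose response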; further: some compounds called inactive have numbers as strong as hits; many of its hits are not listed in these tables
CHRM4 PAM – positive allosteric modulators of human muscarinic M4 receptor; P08173; CHO-K1 hM4/Gqi5, Fluo-8 calcium fluorescence, ACh EC20; 0% = ACh EC20, 100% = maximal ACh; activation, % at 3 µM; 360,000 tested, 0.4% active; AID 624126;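 active means activation above its plate's cutoff, the mean activation of sample wells plus 3 SD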; further: some results filed as inactive read as strong as hits
IDE inh – inhibitors of human insulin-degrading enzyme in cells | P14735 | inhibition, % at 5.59 µM | HEK cells, FAbetaB cleavage, fluorescence polarization | 320,000 tested, 0.41% active | AID 434962;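 active means percent inhibition above the average of all tested compounds plus 3 SD, set per screening campaign, cut at about 16% in these data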;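 further: IDE supplied by intact live HEK cells; FP after avidin binding of uncleaved biotin substrate so inhibition keeps polarization high; 0% = DMSO wells and 100% = 60 µM reference IDE inhibitor Ii1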
CRFBP-R2 agonist – agonists of human CRF-binding protein/CRF-R2 receptor complex; HEK293 CRF-R2/CRF-BP, calcium dye fluorescence (FLIPR); percent of saturating CRF peptide response; activation, % at 13.2 µM; 350,000 tested, 0.46% active;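 active means activation of at least 50%, plus an integration ratio under a set limit after plate pattern correction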;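 further: plate controls were neutral control wells without compound for no effect and CRF at EC100 for full effect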
* = called active by the depositor; / = no result given; & = joins results of further samples.

SMILES	GalR3 antag	CRFR2-BP antag	IDE act	PHOSPHO1 inh	MEKK3 PB1 HTS	pCIP destab	CHRM4 PAM	IDE inh	CRFBP-R2 agonist
CCNC(=S)NNC(=O)c1cc(-c2ccc(OC)cc2)nc2ccccc12	-2	1	3	9	106	-2	-3	3	-1.4
COc1nnc(-c2ccc(N3CCOCC3)c(NC(=O)c3ccccc3)c2)c2ccccc12	3	19	-4	11	99	-4	12	7	-2.3
Cc1cccc(C(=O)OCc2cncs2)c1	-3	2	-3	30	107	-9	2	4	-1.3
COc1ccc(C2Nc3cc(OC)ccc3-n3cccc32)cc1 (stereo unspecified)	-2	0	0	-1	94	8	17*	0	0.1
Cn1cc(C(=O)c2cccc(Cl)c2Cl)cc1C(=O)O	-5	15	2	-5	103	6	14	5	-0.8
COc1ccc(OC)c(S(=O)(=O)N2CCCc3ccccc32)c1	-6	7	1	33	82	-8	-1	4	1.0
CCCc1cc(=O)[nH]c(SCC(=O)N2CCCCCC2)n1	-5	8	-2	/	/	/	5	8	-0.6
COc1ccccc1N1CCN(C(=O)Cc2c(C(=O)O)[nH]c3ccc(Cl)cc23)CC1	0	-29	-1	3	99	3	2	0	-1.5
O=C(NCc1cccs1)c1ccc(Cl)c(S(=O)(=O)N2CCOCC2)c1	-4	5	/	/	/	/	13	/	-1.4
O=C(NCCO[N+](=O)[O-])c1cccnc1	-2	15	6	24	105&89	-3	-17	1	-0.1
CNC(=O)C1=C(C)Nc2nc3ccccc3n2C1c1ccc(F)cc1 (stereo unspecified)	-4	7	-3	37	99	-2	16	-5	-4.0
COc1ccc(C=O)cc1COc1ccc([N+](=O)[O-])c(C)c1	11	17	8	20	107	20	-9	5	-2.3
CC(Sc1nnnn1-c1cccc(F)c1)C(=O)NC1CCCC1 (stereo unspecified)	2	-4	5	/	/	/	4	-2	1.1
CCc1nnc(NC(=O)C2CCCN2C(=O)Nc2ccccc2)s1 (stereo unspecified)	-3	11	4	32	100	-2	2	-2	-0.6
Cc1cccc(C)c1OCC(O)CN1CCC(CN2C(=O)c3cccc4cccc(c34)C2=O)CC1 (stereo unspecified)	-4	-28	7	-24	97	-14	-11	-4	0.0
COc1ccc(CNC(=O)c2c(F)c(F)c(F)c(F)c2F)cc1	-3	19	-2	10	101	-2	8	-11	0.0
COc1ccccc1C(=O)NC(=S)Nc1ccc(S(=O)(=O)N2CCN(C)CC2)cc1	3	-80	4	-6	87	0	8	0	6.7
CCCNC1=C(N(C(C)=O)c2cccc(F)c2)C(=O)c2ccccc2C1=O	-4	-3	2	-2	102	-6	8	5	-0.4
c1ccc(Cn2nnnc2CN2CCCC2)cc1	-5	6	0	10	/	0	-2	2	-0.9
Cc1ccnc(NC(=O)CCC(=O)N(CC(=O)NCCc2ccccc2)Cc2ccco2)c1	4	12	3	14	105	-8	2	/	-4.0
COc1cccc(/C=C2/Sc3ccc(C(=O)NCCCN4CCCC4)cc3NC2=O)c1	-3	-23	5	43	109	-2	-3	1	-0.3
CC(=O)c1ccccc1NC(=O)COC(=O)C1COc2ccccc2O1 (stereo unspecified)	-7	11	/	/	/	/	5	/	2.3
Clc1cccc(-c2ccc(C=Nc3ccc(N4CCOCC4)cc3)o2)c1	-8	-8	1	6	99	5	-3	-8	0.6
CCCCN1CC(=O)N2Cc3[nH]c4ccccc4c3C[C@H]2C1=O	6	-12	4	9	107	4	-3	1	1.7
O=C(NCc1ccccc1)c1ccc(S(=O)(=O)N2CCCCCC2)cc1	-5	-9	/	/	/	/	-8	/	0.1
NC(=O)c1cc([N+](=O)[O-])ccc1NCCN1C(=O)c2ccccc2C1=O	/	/	/	-26	99	-3	/	3	/
FC(F)(F)c1cc(-c2ccccc2)nc2ncnn12	-1	6	-5	28	97	-18	5	-4	-0.1
COc1ccc(CN2CCN(S(=O)(=O)c3ccccc3)CC2)cc1Br	-3	-9	4	19	96	1	11	9	1.8
Cc1ccc(NC(=O)CN(C)Cc2ccc(F)cc2)c([N+](=O)[O-])c1	-4	-21	0	-14	96	-9	-18	5	0.2
Nc1nc(SCc2ccc(Cl)cc2Cl)nc2nc3c(cc12)CCCC3	-3	23	-2	-4	100	2	-8	5	-2.1
COc1ccc(NC(=O)COc2coc(CN3CCc4ccccc4C3)cc2=O)cc1	-5	-3	-1	/	/	/	3	6	-0.1
CC(C)CC(COCc1cccc(C(F)(F)F)c1)N1CCN(C(=O)c2cccc(C(F)(F)F)c2)CCC1=O (stereo unspecified)	-7	2	3	11	93	-10	1	7	2.7
C[C@@H](NC(=O)c1ncn2c1c(=O)[nH]c1cccnc12)c1ccccc1	-5	4	/	/	/	/	7	/	-2.2
CC(/C=C1\SC(=O)N(CC(=O)Nc2ccc(O)cc2)C1=O)=C\c1ccccc1	2	8	1	8	106	-4	-7	3	0.7
Cc1cc(C)n(CC(=O)N/N=C/c2ccc([N+](=O)[O-])s2)n1	-4	20	/	2	104	3	0	6	5.0
CCOC(=O)C1=C(C)NC(C)=C(C(=O)OCC)C1C(=O)OCC(=O)NC	-1	-7	1	13	100	-17	6	5	0.1
Cc1ccc2oc(-c3ccco3)nc2c1	3	12	2	-30	103	-7	7	0	-2.5
COc1ccc(C(=O)Nc2c(F)c(F)c(F)c(F)c2F)c(OC)c1	0	6	1	-39	99	-8	-6	2	1.5
CC(Oc1ccc(F)cc1)C(=O)/C=C\N(C)C (stereo unspecified)	-4	14	0	47	101	39	0	3	-0.8
O=S(=O)(CCc1nc2ccccc2[nH]1)c1ccc(Br)cc1	4	3	5	-8	105	-14	13	5	-1.6
CC(C)c1cc(C(N)=O)c(NC(=O)c2cccc(COc3ccc(Br)cc3)c2)s1	0	1	-1	10	104	-15	-5	1	-0.1
CC(=O)NC1=NC(=O)/C(=C/N2CCOCC2)S1	-1	9	4	-7	89	-8	0	-2	-0.8
Nc1cc(-c2ccccc2)nn1Cc1ccccc1	-7	-7	-3	-11	103	-4	-2	-2	-0.8
CC1CN(C(=O)CCC(=O)NCc2ccccc2Cl)c2ccccc2S1 (stereo unspecified)	0	-4	7	2	99	-6	-4	1	-3.0
O=C(NCCN1CCOCC1)/C(=C\c1ccc(F)cc1)NC(=O)c1ccccc1	-9	-1	-5	24	100	-5	-5	-1	6.5
CN(Cc1cc(=O)n2ccsc2n1)c1ccccc1	-5	-4	3	13	97	-8	-1	6	-0.2
CC(Oc1ccccc1F)C(=O)NN (stereo unspecified)	2	5	0	4	104	-2	4	-1	-2.6
CC(=O)c1ccc(N2CCN(C(=O)CCC(=O)c3cccs3)CC2)cc1	-2	1	-3	44	116	-7	1	2	3.2
COc1ccc(-c2cnn(C3CCS(=O)(=O)C3)c2N)cc1 (stereo unspecified)	1	14	-3	4	94	-14	0	1	0.4
CSc1ccc(CNC(=O)C2Cc3cc(S(=O)(=O)N4CCCCC4)ccc3N2C(C)=O)cc1 (stereo unspecified)	-5	8	-6	1	101	9	-3	0	4.7
CC1(C)C2CCC1(C)C(OCCNCCOC(=O)Nc1ccccc1)C2 (stereo unspecified)	-3	-4	3	20	104	-7	7	5	1.4
COc1ccc(C)cc1NC(=O)C(Sc1nnc(-c2ccncc2)n1-c1ccc(Cl)cc1)c1ccccc1 (stereo unspecified)	-7	1	-2	-1	127	-8	0	-1	0.1
COc1ccc(/C=C(/C(=O)Nc2ccccc2C(=O)NC(C)C)c2ccccc2)cc1	-3	-6	4	-2	101	-3	1	-2	3.0
O=C(O)CSc1nnc(Cc2ccccc2)n1Cc1ccccc1	-6	-16	-3	1	100	-7	7	3	-1.0
O=C(CNCC1CCCO1)Nc1ccccc1-n1cccc1 (stereo unspecified)	-2	3	-2	-1	98	5	7	4	0.8
COc1cc(/C=N/Nc2ccc(Cl)c(C(=O)O)c2)ccc1OC(=O)c1ccc(F)cc1	-10	8	-1	15	103	-14	-4	1	-1.8
Cc1ccc(S(=O)(=O)N(C)C)cc1NC(=O)CN1C(=O)NC2(CCCc3ccccc32)C1=O (stereo unspecified)	1	-6	-1	-10	100	-8	10	3	-1.5
COc1ccc(-n2nc(C(=O)NCC(=O)NCCCN3CC(C)CC(C)C3)c3ccccc3c2=O)cc1Cl (stereo unspecified)	-2	-7	3	-24	99	8	-19	0	-1.2
COc1ccc(/C=N/NC(=O)c2snnc2C)c(OC)c1OC	11	-1	3	28	79	-4	1	1	0.7
O=C(N1CCN(c2ccccc2F)CC1)C1(S(=O)(=O)c2ccc(Cl)cc2)CC1	8	-12	-1	17	99	-15	-2	-1	-0.2

5 compounds from above, arranged by the number in CHRM4 PAM, rising.
SMILES	GalR3 antag	CRFR2-BP antag	IDE act	PHOSPHO1 inh	MEKK3 PB1 HTS	pCIP destab	CHRM4 PAM	IDE inh	CRFBP-R2 agonist
O=C(NCCO[N+](=O)[O-])c1cccnc1	-2	15	6	24	105&89	-3	-17	1	-0.1
COc1cc(/C=N/Nc2ccc(Cl)c(C(=O)O)c2)ccc1OC(=O)c1ccc(F)cc1	-10	8	-1	15	103	-14	-4	1	-1.8
Clc1cccc(-c2ccc(C=Nc3ccc(N4CCOCC4)cc3)o2)c1	-8	-8	1	6	99	5	-3	-8	0.6
CC(Sc1nnnn1-c1cccc(F)c1)C(=O)NC1CCCC1 (stereo unspecified)	2	-4	5	/	/	/	4	-2	1.1
FC(F)(F)c1cc(-c2ccccc2)nc2ncnn12	-1	6	-5	28	97	-18	5	-4	-0.1

Other records.
SMILES	GalR3 antag	CRFR2-BP antag	IDE act	PHOSPHO1 inh	MEKK3 PB1 HTS	pCIP destab	CHRM4 PAM	IDE inh	CRFBP-R2 agonist
O=C(NC(=S)Nn1cnnc1)c1ccccc1Br	0	4	1	0	104	-1	-4	2	1.2
CCN(C(=O)COC(=O)c1cc(=O)[nH]c2ccccc12)c1c(N)n(Cc2ccccc2)c(=O)[nH]c1=O	-5	6	2	/	/	/	3	/	-2.4
COc1ccc(-c2nnc(-c3cccnc3)o2)cc1OC	-4	-1	-2	-7	104	1	0	-1	-0.7
COc1ccc(C(c2nnnn2Cc2cccs2)N2CCN(c3ccccc3F)CC2)cc1 (stereo unspecified)	-9	13	0	-7	101	-9	4	14	2.3
O=C1CN(C(=O)CNCc2ccc(Cl)cc2)c2ccccc2N1	-4	-2	-2	28	106	-15	1	1	0.8
O=C(CSc1nc(=O)n(Cc2ccccn2)c2c1CCC2)Nc1ccc(F)cc1F	4	6	11	/	/	/	3	1	-2.2
O=[N+]([O-])/C=C\c1ccc(N2CCOCC2)cc1	-4	10	-2	/	/	/	-13	0	0.8
CCCCN(CCCC)c1ncnc2nc[nH]c12	-7	15	3	35	123	20	-8	0	-0.3
O=C(NC1CCCCCC1)c1ccc[nH]c1=S	-3	9	-25	-26	97	3	-1	5	-1.6
CCOC(=O)c1ccccc1Nc1cn(C(C)=O)c2ccccc12	0	-10	4	1	105	2	2	5	-2.7
CC(C)n1nnc(-c2ccc(OCc3ccccc3F)cc2)n1	-8	-3	2	-2	104	2	-3	-4	0.2
O=C1c2cccc3cccc(c23)C(=O)N1CCCN(C(=O)c1cccs1)c1cccc(F)c1	-2	-13	1	6	90	7	7	7	0.9
CN(C(=O)c1ccc(NC(=O)C2CCCN(C(=O)OC(C)(C)C)C2)cc1)C1CCCCC1 (stereo unspecified)	-2	-1	3	/	/	/	-5	-3	-0.2
CCN(C(=O)c1ccc(N2CC3CC(C2)c2cccc(=O)n2C3)c(NC(=O)c2ccncc2)c1)c1cccc(C)c1 (stereo unspecified)	-1	8	8	15	93	1	1	11	-2.2
Cc1cc(/C=C2\SC(=S)N(C)C2=O)c(C)n1-c1cccc(O)c1	-6	-4	-20	-12	94	-33	4	5	11
